Assay outcomes (PubChem BioAssay)
B2AR arrestin = qHTS assay of beta-arrestin-biased ligands of beta2-adrenergic receptor; beta-arrestin recruitment to beta2AR, cell-based reporter; Potency, µM (titrated, usually from 46.1 µM), for inactives: at the top dose activation, usual class: activators; 0.02% of 330,000 active;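 note: potency is the fitted concentration of half-maximal effect; 0% = DMSO controls and full agonism = EC100 isoproterenol or metaproterenol; nearly all actives have a fitted effect of over 65% in size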
hERG WT inh = qHTS for Inhibitors of KCHN2 3.1: Wildtype qHTS; activity change, % at 1.84 µM; U2OS, BacMam KCNH2, thallium flux FluxOr; active compounds read low; AID 720551, 2013; 0.37% of 340,000 active; Voltage-gated inwardly rectifying potassium channel KCNH2 (Homo sapiens), Q12809;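 active = maximum activity change below -70%; inconclusive = maximum activity change between -70% and -50%; inactive = maximum activity change above -50%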; note: % is set by controls: 0 for no effect and ±100 for the full control effect
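U2OS cells transduced with wild-type KCNH2 virus are loaded with FluxOr dye for 45 min, and thallium flux is measured in kinetic reads before and after stimulation buffer. Rate constants are normalized to DMSO controls.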
Menin-MLL TR inh = qHTS Assay for Inhibitors Targeting the Menin-MLL Interaction in MLL Related Leukemias: Competition With Texas Red Labeled MLL-derived Mutant Peptide | O00255 | Menin + Texas Red MLL mutant peptide, fluorescence polarization | Potency, µM (highest dose often 61.6 µM), for inactives: top-dose FP activity change, negative = inhibition, hits mostly inhibitors | 0.23% of 270,000 active | AID 1768, 2009; active = well fitted inhibition curve with a large enough effect in the polarisation, with a control signal flat, not every such curve was filed as active; inconclusive = small, poorly fitted or top-dose-only effect, or effect the other way, or a change in a side signal; inactive = no such curve, though single readings can be large or run the other way; the % refers to the polarisation; note: potency is the fitted concentration of half-maximal effect; % of control where 0% means no effect; many of its hits are not listed in these tables
FBPA coupling cs = qHTS Assay for Inhibitors of Fructose-1,6-bisphosphate Aldolase from Giardia Lamblia: Coupling assay counterscreen. coupling enzyme system counterscreen, AmpLite Red fluorescence. activity change, negative = inhibition, % at 58.2 µM, hits read low. 0.67% of 290,000 active. AID 2472, 2010; in the data active = activity change below about -30%; note: % is set by controls: 0 for no effect and ±100 for the full control effect
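Counterscreen of the coupled detection system alone, without aldolase: glyceraldehyde-3-phosphate coupling enzymes plus AmpLite Red readout. Compounds at 57.5 uM final, 10 min RT preincubation, 20 min RT reaction, fluorescence 525/598 nm.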
USP2a block = qHTS Assay for Inhibitors of Ubiquitin-specific Protease USP2a Using CHOP2 as the Reporter. Potency, µM (top dose mostly 38.3 µM), inactives show at the top dose activity change, negative = inhibition, most hits filed as inhibitors. 0.01% of 330,000 active. AID 463254, 2010. USP2 core, Ub-CHOP2 coupled fluorogenic reporter, 485/531;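 note: potency is the fitted concentration of half-maximal effect; plate controls were DMSO wells for no effect and full inhibition by NEM control for full effect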
Target sequence (O75604 whole entry, looked up): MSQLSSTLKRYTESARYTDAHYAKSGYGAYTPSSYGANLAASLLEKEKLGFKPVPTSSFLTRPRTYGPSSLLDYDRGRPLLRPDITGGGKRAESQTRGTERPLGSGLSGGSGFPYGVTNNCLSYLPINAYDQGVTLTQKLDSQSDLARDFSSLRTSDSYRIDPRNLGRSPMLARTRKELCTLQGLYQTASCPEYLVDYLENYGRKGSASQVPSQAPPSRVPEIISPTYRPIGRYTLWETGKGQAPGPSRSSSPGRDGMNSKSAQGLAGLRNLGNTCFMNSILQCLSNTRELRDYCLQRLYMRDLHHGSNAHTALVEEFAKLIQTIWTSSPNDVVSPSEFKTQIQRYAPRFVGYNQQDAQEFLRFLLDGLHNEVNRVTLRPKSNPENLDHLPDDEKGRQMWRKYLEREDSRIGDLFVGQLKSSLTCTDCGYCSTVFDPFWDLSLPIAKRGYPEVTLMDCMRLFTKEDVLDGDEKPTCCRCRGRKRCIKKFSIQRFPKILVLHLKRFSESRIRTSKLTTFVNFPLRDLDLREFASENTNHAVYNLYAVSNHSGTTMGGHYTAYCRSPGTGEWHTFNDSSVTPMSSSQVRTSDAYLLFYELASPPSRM
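USP2 core (10nM final) preincubated 30min RT with compound in 20mM Tris-HCl pH 8.0, 2mM CaCl2, 2mM beta-mercaptoethanol, 0.05% CHAPS; 25nM Ub-CHOP2 plus 25nM reporter substrate added, fluorescence (Ex485/Em531) read after 60min.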
PKM2 activator = qHTS Assay for Activators of Human Muscle isoform 2 Pyruvate Kinase; purified PKM2, Kinase-Glo ATP luminescence, activation; response scale: 0% is enzyme alone, no compound; Potency, µM (highest dose often 57.5 µM), for inactives: top-dose activation, most hits filed as activators; 0.34% of 260,000 active; Pyruvate kinase PKM (Homo sapiens), P14618; note: potency is the fitted concentration of half-maximal effect; % is set by controls: 0 for no effect and ±100 for the full control effect; nearly all actives have a fitted effect of over 55% in size
Target sequence (P14618 whole entry, looked up, canonical isoform): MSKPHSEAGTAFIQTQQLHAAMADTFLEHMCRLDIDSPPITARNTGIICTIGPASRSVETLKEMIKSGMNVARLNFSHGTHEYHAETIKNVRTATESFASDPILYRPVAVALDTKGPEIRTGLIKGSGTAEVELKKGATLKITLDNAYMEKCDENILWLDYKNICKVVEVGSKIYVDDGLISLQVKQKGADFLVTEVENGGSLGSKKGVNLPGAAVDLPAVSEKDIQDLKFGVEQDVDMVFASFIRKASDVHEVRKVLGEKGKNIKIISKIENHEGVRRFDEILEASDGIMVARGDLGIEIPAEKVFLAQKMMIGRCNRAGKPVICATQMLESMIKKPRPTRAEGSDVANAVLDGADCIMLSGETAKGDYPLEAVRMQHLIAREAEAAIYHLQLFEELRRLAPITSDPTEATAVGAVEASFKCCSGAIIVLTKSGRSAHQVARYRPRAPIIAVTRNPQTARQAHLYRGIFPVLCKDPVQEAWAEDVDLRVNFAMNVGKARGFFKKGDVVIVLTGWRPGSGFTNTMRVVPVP
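ATP formation by purified human PK-M2, quantified via coupled luciferase luminescence after 1 h at room temperature with 0.1 mM ADP and 0.5 mM PEP final.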
TRPV1 agonist = HTS Assay for Compounds that Act as Agonists of the Vanilloid Receptor 1; Transient receptor potential cation channel subfamily V member 1 (Homo sapiens), Q8NER1; TRPV1-expressing cells, Fluo-8 calcium influx, agonist mode; activation, % at 8.33 µM; 0.19% of 320,000 active; in the data active = activation above about 80%; inconclusive = between about 30% and that limit; note: 0% is about no effect
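TRPV1-expressing cells were cultured overnight at 35.5C and loaded with Fluo-8 calcium dye for 40 to 90 min at room temperature. After a 10 s baseline, compound was added and calcium influx was read kinetically for 3 min (ex 480/em 520 nm).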
KCNH2 3.1 inh = qHTS for Inhibitors of KCHN2 3.1: Mutant qHTS | U2OS KCNH2 3.1, thallium flux FluxOr; active compounds read low | activity change, % (tested at about 1.8 µM) | 0.95% of 340,000 active;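 active = maximum activity change below -70%; inconclusive = maximum activity change from -70% to -50%; inactive = maximum activity change above -50%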;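 note: thallium influx rate constant from kinetic fluorescence after stimulation buffer; % is set by controls: 0 for no effect and ±100 for the full control effect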
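Normalized rate constant (relative to positive and negative DMSO controls) derived from a 2 min kinetic fluorescence read after stimulation; U2OS cells expressing the 3.1 isoform via virus at 1.77 x 10^8 /mL.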
GALK inh = qHTS Assay for Inhibitors of Human Galactokinase (GALK); Potency, µM (highest dose often 57.5 µM), inactives show at the top dose activity change, negative = inhibition, hits mostly inhibitors; P51570; Purified GALK, Kinase-Glo residual ATP luminescence; 0.007% of 270,000 active; note: potency is the fitted concentration of half-maximal effect; % is set by controls: 0 for no effect and ±100 for the full control effect
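Quantitative HTS: GALK 5 nM, ATP 35 uM, galactose 100 uM, 1 h room temperature, then luciferase-based ATP detection.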
Giardia killer = Small Molecules that selectively kill Giardia lamblia: qHTS; Giardia lamblia trophozoite viability; activity change, % at 7.66 µM, hits read low; 0.15% of 340,000 active; in the data active = activity change below about -80%; inconclusive = between about -30% and that limit;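 note: parasites exposed to compound for two days anaerobically before the ATP read; % is set by controls: 0 for no effect and ±100 for the full control effect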
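Giardia trophozoites, 100 cells per well, were exposed to compounds for 48 hrs at 37 deg C under anaerobic conditions; viability was then read as ATP content by bioluminescence after 15-30 min at room temperature.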
MLL CXXC-DNA inh = qHTS Fluorescence Polarization Assay for Inhibitors of MLL CXXC domain - DNA interaction; Histone-lysine N-methyltransferase 2A (Homo sapiens), Q03164; MLL-CXXC / FITC-HOXA9 DNA fluorescence polarization; Potency, µM (series often up to 115 µM), for the others: top-dose activity change, negative = inhibition, most hits filed as inhibitors; 0.037% of 290,000 active; AID 2662, 2010; active = well fitted inhibition curve with a large enough effect in the polarisation, with a control signal flat, not every such curve was filed as active; inconclusive = small, poorly fitted or top-dose-only effect, or effect the other way, or a change in a side signal; inactive = no such curve, though single readings can be large or run the other way; the % refers to the polarisation; note: potency is the fitted concentration of half-maximal effect
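Purified MLL-CXXC (added from a 7 uM solution) was preincubated 5 min at ambient with pinned compounds in 50 mM Tris-HCl pH 7.5, 50 mM NaCl, 1 mM DTT, 0.05% BSA. Fluorescein-labeled HOX-A9 DNA (50 nM solution) followed, 30 min, then polarization read.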
Numbers without * were called inactive; ? = inconclusive; / = no result given; [ ] = dose if it differs, or a comment. Unless noted, calls come from the whole dose curve; as a rule, active = well fitted curve in the direction sought with a large enough effect; inconclusive = small, poorly fitted or top-dose-only effect, or another doubt; inactive = no such curve, though single readings can be large; an effect the other way counts as inactive or inconclusive. An excerpt. The share of hits here may be higher or lower than overall.

1: CCC(C)(C)NC(=O)c1ccc2c(c1)OCCO2
2: COc1ccc(OC)c(NC(=O)COC(=O)c2c3c(nc4ccccc24)CCCC3)c1
3: Cc1cccc(C)c1OCCn1nc(C(=O)O)c2ccccc2c1=O
4: Cc1c(C(=O)N2CCCCC2C)sc2nc3n(c(=O)c12)CCC3 (stereo not given)
5: Fc1ccc(-c2ccc(/C=N/n3cnnc3)o2)cc1
6: O=c1/c(=C/c2ccc(O)c([N+](=O)[O-])c2)sc2nc3ccccc3n12
7: Cc1cccc(OCC(=O)Nc2ccc(C(=O)NCc3cccnc3)cc2)c1
8: N#Cc1ccccc1NC(=S)NC(=O)C1CCC1
Compound | 1 | 2 | 3 | 4 | 5 | 6 | 7 | 8
KCNH2 3.1 inh | 5 | -25 | -7 | -4 | 8 | -41 | / | 11
USP2a block | 9% | 1% | 2% | 1% | 2% | 4% | 0% | 2%
MLL CXXC-DNA inh | 1% | 4% | 7% | -4% | -2% | ? | 3% | ?
hERG WT inh | 4 | 9 | 1 | 11 | 6 | -8 | / | 7
TRPV1 agonist | -2 | 2 | -2 | 1 | 0 | 2 | -2 | 2
B2AR arrestin | 0.2% | 0.0% | 0.1% | -0.6% | -0.8% | 0.6% | -0.7% | -0.1%
GALK inh | 0% | 3% | -1% | 5% | -1% | -2% | 0% | -2%
Menin-MLL TR inh | 3% | 4% | -13% | 1% | -8% | 2% | 0% | /
PKM2 activator | 0% | 3% | -1% | -2%[0.46 µM] | -1% | -10% | -6% | /
FBPA coupling cs | 3 | 0 | 1 | 1 | -2 | 3 | 2 | /
Giardia killer | 2 | 9 | -2 | 11 | -14 | ? | / | 26

9: CCCN1CCN(S(=O)(=O)c2c(C)[nH]c(C)c2C(=O)N2CCCCC2)CC1
10: O=C(c1ccc2c(c1)OCCO2)C1CCN(C(=O)c2ccc(F)cc2)CC1
11: O=C(NCCSCc1ccco1)Nc1cc(Cl)cc(Cl)c1
12: Cc1cc(NC(=O)Nc2ccc(F)c(Cl)c2)no1
13: Oc1ccc(-c2n[nH]c(=S)n2-c2ccc3c(c2)OCCO3)cc1
14: Cc1ccc(N2Cc3ccccc3OC(C)C2=O)cc1 (stereo not given)
15: COc1ccccc1-n1nnnc1SCc1ccccc1
16: CNC(=O)c1ccc(-c2nc(-c3ccccc3)cs2)cc1
Compound | 9 | 10 | 11 | 12 | 13 | 14 | 15 | 16
KCNH2 3.1 inh | 3 | 5 | -21 | -5 | 3 | 9 | -10 | 21
USP2a block | 3% | 4% | 2% | 1% | -2% | -1% | -2% | 4%
MLL CXXC-DNA inh | 1% | 2% | -6% | -1% | 19% | 2% | 4% | -4%
hERG WT inh | 2 | -159* | -2 | 6 | -2 | 2 | -2 | -7
TRPV1 agonist | 2 | 2 | 10 | -2 | 1 | 1 | 21 | ?
B2AR arrestin | -0.5% | -0.7% | -0.6% | -1.5% | -2.9% | -0.8% | 0.1% | -0.5%
GALK inh | 1% | -2% | 1% | 0% | 0% | 2% | 1% | -2%
Menin-MLL TR inh | 8% | -8% | / | -1% | -13% | 3% | -5% | 5%
PKM2 activator | / | 4% | 2% | -4% | -34% | 3% | -6% | -1%
FBPA coupling cs | -4 | 5 | 1 | 2 | 0 | 0 | -5 | 5
Giardia killer | -5 | -6 | 2 | 8 | -4 | -7 | 3 | 38[activator]

17: O=C(Nc1nc(-c2ccccn2)cs1)c1ccccc1-n1cnnn1
18: C(=N\Nc1ncnc2sc3c(c12)CCC3)/c1ccncc1
19: Cc1c(NS(=O)(=O)c2cc(NC(=O)CCN3CCCC(C)C3)ccc2Cl)c(=O)n(-c2ccccc2)n1C (stereo not given)
20: Cc1ccc(-c2noc(CN3CCN(c4ccccc4F)CC3)n2)cc1
21: CCOC(=O)N1CCN(S(=O)(=O)c2ccc(C(=O)NNc3nc4ccc(Cl)cc4s3)cc2)CC1
22: COCCn1c(C)cc(/C=C2\NC(=S)N(C)C2=O)c1C
23: CCCCNC(=S)N(C)/N=C/c1c(C)[nH]c2ccccc12
24: CC(=O)NC1CCN(CC(=O)Nc2cccc([N+](=O)[O-])c2)CC1
Compound | 17 | 18 | 19 | 20 | 21 | 22 | 23 | 24
KCNH2 3.1 inh | -2 | -1 | 13 | -17 | 4 | 11 | -5 | 9
USP2a block | -1% | 2% | 3% | 3% | -13% | 1% | 3% | 0%
MLL CXXC-DNA inh | -27% | 39%[activator] | 11% | -3% | -4% | 6% | 6% | -4%
hERG WT inh | -8 | -15 | 0 | -6 | -5 | -14 | -36 | 9
TRPV1 agonist | -1 | 4 | -2 | 6 | 15 | 2 | 19 | 3
B2AR arrestin | -0.8% | 0.0% | 0.0% | -0.5% | -0.4% | -0.3% | -0.7% | 0.5%
GALK inh | -2% | 0% | 1% | -2% | / | -4% | -1% | 12%
Menin-MLL TR inh | / | -22% | -16% | -22% | ? | 0% | ? | 17%
PKM2 activator | -1% | 7% | -1% | -2% | -3% | -4% | -1% | -1%
FBPA coupling cs | -8 | 3 | -1 | 0 | 4 | -2 | -5 | -1
Giardia killer | -10 | -10 | -23 | 10 | -9 | ? | 5 | -26

25: Cc1cccc(NC(=O)c2ccccc2[N+](=O)[O-])n1
26: COC(c1ccccc1)(c1ccccc1)C(Oc1nccc(C)n1)C(=O)O (stereo not given)
27: Cc1ccc(-c2ccc(OCC(=O)N3CCOCC3)cc2)cc1
28: CC(CN1CCN(c2ccccc2)CC1)c1ccccc1 (stereo not given)
29: O=C(NCc1ccccc1)N1CCC(c2nc3ccccc3[nH]2)CC1
30: COc1cc2c(cc1NC(=O)COC(=O)CNS(=O)(=O)c1ccc(C)cc1)oc1ccccc12
31: Cc1ccc(C(=O)OCC(=O)c2ccc(Cl)s2)s1
32: NCCNC(=O)Cc1ccc(NC(=O)Cc2ccc(Nc3ncnc4c3ncn4[C@@H]3O[C@H](CO)[C@@H](O)[C@H]3O)cc2)cc1
33: CN(CCN1CCOCC1)C(=O)CC1C(=O)NCCN1Cc1ccccc1F (stereo not given)
34: COc1ccc(/C=C2/SC(=S)NC2=O)cc1OCc1ccccc1
35: Cc1ccccc1C(=O)N1CCC(C(=O)N2CCCc3ccccc32)CC1
Compound | 25 | 26 | 27 | 28 | 29 | 30 | 31 | 32 | 33 | 34 | 35
KCNH2 3.1 inh | -14 | -2 | -8 | -18 | 2 | / | 3 | -2 | / | 8 | -1
USP2a block | 3% | 6% | 1% | 0% | 2% | 1% | -2% | 1% | 3% | 4% | 1%
MLL CXXC-DNA inh | -3% | -7% | 9% | 1% | -1% | 0% | -1% | / | 1% | ? | /
hERG WT inh | -26 | -6 | -1 | 8 | 4 | -6 | -32 | 1 | 16 | -4 | -4
TRPV1 agonist | 3 | 1 | 30 | -3 | 4 | 10 | 2 | 0 | 0 | -1 | -1
B2AR arrestin | -0.7% | -0.8% | -0.1% | 0.4% | -0.6% | 0.0% | -0.2% | -0.1% | -0.3% | -0.3% | 0.3%
GALK inh | 1% | 1% | -1% | 2% | 1% | 1% | -3% | / | 4% | -1% | /
Menin-MLL TR inh | 0% | -3% | 18% | -17% | 0% | 1% | 17% | / | / | ? | /
PKM2 activator | -4% | 2% | 8% | -6% | 2% | 0% | -4% | / | 1% | 1% | /
FBPA coupling cs | 0 | -4 | 4 | -3 | 2 | -4 | -1 | / | / | 0 | /
Giardia killer | -14 | -2 | 7 | -6 | -16 | -10 | 0 | -26 | 0 | -5 | 8

Some of these compounds in order of the GALK inh value, smallest number first.
| nr | Structure | USP2a block | MLL CXXC-DNA inh | TRPV1 agonist | B2AR arrestin | GALK inh | Menin-MLL TR inh | PKM2 activator |
| --- | --- | --- | --- | --- | --- | --- | --- | --- |
| 22 | COCCn1c(C)cc(/C=C2\NC(=S)N(C)C2=O)c1C | 1% | 6% | 2 | -0.3% | -4% | 0% | -4% |
| 17 | O=C(Nc1nc(-c2ccccn2)cs1)c1ccccc1-n1cnnn1 | -1% | -27% | -1 | -0.8% | -2% | / | -1% |
| 33 | CN(CCN1CCOCC1)C(=O)CC1C(=O)NCCN1Cc1ccccc1F (stereo not given) | 3% | 1% | 0 | -0.3% | 4% | / | 1% |
